Screens from PubChem.
GPR151 ag = activators of human GPR151 | 650,000 tested, 1% active | activation, % at 11.2 µM | PathHunter beta-arrestin GPR151 cells, luminescence | Q8TDV0; in the data active means activation above about 4.9%;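 further: 0% = median of compound wells and 100% = cells with positive control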
Target sequence (Q8TDV0 whole entry, looked up): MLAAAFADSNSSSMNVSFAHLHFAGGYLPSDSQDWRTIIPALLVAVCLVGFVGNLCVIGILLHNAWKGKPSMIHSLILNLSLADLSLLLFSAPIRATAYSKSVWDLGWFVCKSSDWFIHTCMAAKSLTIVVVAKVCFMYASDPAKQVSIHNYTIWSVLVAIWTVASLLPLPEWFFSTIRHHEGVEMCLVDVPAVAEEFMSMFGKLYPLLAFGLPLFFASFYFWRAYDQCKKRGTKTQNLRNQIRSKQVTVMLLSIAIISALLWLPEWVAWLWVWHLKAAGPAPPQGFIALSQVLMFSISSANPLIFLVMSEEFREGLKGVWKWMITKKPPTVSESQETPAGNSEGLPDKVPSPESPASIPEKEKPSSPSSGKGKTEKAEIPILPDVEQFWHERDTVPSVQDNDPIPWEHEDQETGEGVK
FBW7 activator = human FBW7 E3 ligase activation, primary screen. AlphaScreen FBW7–phospho-cyclin E peptide binding, activator screen. 650,000 tested, 0.13% active. normalized activity (activation), % at 26.1 µM. Q969H0; in the data active means normalized activity above about 1.9%;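 further: purified mutant Fbw7 with reduced substrate affinity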
MITF inh = inhibitors of human MITF. AlphaScreen MITF homodimerization, bead proximity signal. O75030. 650,000 tested, 0.91% active. inhibition, % at 2.6 µM; in the data active means inhibition above about 50%;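 further: 0% = vehicle wells with protein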
Target sequence (O75030 whole entry, looked up): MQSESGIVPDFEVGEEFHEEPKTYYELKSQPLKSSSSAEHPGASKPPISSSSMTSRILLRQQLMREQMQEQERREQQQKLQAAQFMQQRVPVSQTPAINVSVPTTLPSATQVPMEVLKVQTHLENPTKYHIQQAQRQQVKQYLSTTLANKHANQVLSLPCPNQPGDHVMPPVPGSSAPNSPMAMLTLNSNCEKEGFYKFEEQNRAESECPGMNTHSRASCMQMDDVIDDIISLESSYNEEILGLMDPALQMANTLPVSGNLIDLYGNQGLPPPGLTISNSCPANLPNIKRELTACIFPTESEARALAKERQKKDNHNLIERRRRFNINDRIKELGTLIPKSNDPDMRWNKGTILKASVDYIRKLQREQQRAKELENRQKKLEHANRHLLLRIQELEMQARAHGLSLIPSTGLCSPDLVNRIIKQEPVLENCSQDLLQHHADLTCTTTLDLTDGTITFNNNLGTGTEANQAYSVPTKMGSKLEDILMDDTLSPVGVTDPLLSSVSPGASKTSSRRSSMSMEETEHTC
TEAD-YAP inh = TEAD-YAP interaction inhibition; HEK-TIYL cells, TEAD-Gal4/YAP UAS-luciferase luminescence; inhibition, % at 9.12 µM; 640,000 tested, 1.4% active; in the data active means inhibition above about 32%;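 further: 0% = median of test compound wells and 100% = reference inhibitor wells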
* = called active by the depositor.

SMILES	GPR151 ag	FBW7 activator	MITF inh	TEAD-YAP inh
Cc1c(C(=O)Nc2c(F)cccc2F)sc2ncnc(N3CCC(C)CC3)c12	0.1	0.6	6	-4
FC(F)(F)c1ccc(Cn2cnc3c(Nc4ccc(Oc5ccccc5)cc4)nc(N4CCOCC4)nc32)cc1	-0.2	0.3	2	6
CC(=O)N1CCN(Cc2coc3ccc(Cl)cc3c2=O)CC1	3.5	0.0	7	3
CN(C)C=Nc1nc2ccccc2nc1Cl	-0.6	0.8	7	0
O=C(CNS(=O)(=O)c1ccc(Cl)cc1)N/N=C/c1ccc(Cl)cc1	-0.5	0.0	3	11
CN(Cc1ccc(F)cc1)Cc1nc(Cc2ccccc2Cl)no1	0.1	0.2	-8	5
CCCOc1cccc(C(=O)Nc2ccc(Cl)cc2C(=O)O)c1	1.0	-0.1	-6	0
CCC(=O)NC(c1ccccc1)c1ccc2cccnc2c1O (configuration not stated)	-0.2	-1.9	35	82*
CCc1cc2ccc(C)cc2nc1SCC(=O)Nc1c[nH]c(=O)[nH]c1=O	0.1	-0.1	-8	3
O=C(CSc1nc2ccccc2[nH]1)Nc1ccc2nc(SCC(=O)NC3CCCCC3)sc2c1	0.8	-0.2	4	18
CCN1C(=O)c2ccccc2S(=O)c2ccc(C(=O)NCCCOC)cc21 (configuration not stated)	0.5	0.0	7	7
Cn1c(=O)[nH]c(=O)c2c1nc1n(CCCO)c(-c3ccccc3)cn21	-1.0	0.0	16	-7
Cc1cc(-n2c(SCC(=O)Nc3ccc4c(c3)OCCO4)nc3n[nH]c(C)c3c2=N)ccc1Cl	-0.8	0.1	-1	22
COCCNC(=O)c1cc(Sc2nnc(C)s2)nc2ccccc12	0.4	-0.1	10	6
O=C(Nc1cccc(F)c1)/C(=C/c1cccc([N+](=O)[O-])c1)NC(=O)c1cccs1	0.9	0.7	-1	-2
Cc1noc(C)c1-c1cccc(C(=O)NCc2nc3ccccc3[nH]2)n1	0.0	0.0	12	-2
Cc1cc(Cl)ccc1OCC(=O)Nc1ccc(S(=O)(=O)N2CCC(C)CC2)cc1	-2.7	0.2	22	-8
CCCC(=O)Oc1ccc2c(=O)c(-c3ccccc3OC)coc2c1	-0.2	0.8	17	6
CCOC(=O)C1=CN(C)C=C(C(=O)OCC)C1c1cc(Br)c(O)c(OCC)c1	3.7	-0.1	-10	0
O=c1/c(=C/c2cccc([N+](=O)[O-])c2)sc2nc3cc(Br)cnc3n12	-0.9	0.5	-13	-12
COc1ccc(C2(CNS(=O)(=O)c3c(C)n[nH]c3C)CCCC2)cc1	0.5	-0.1	-1	5
COC(=O)c1c(NC(=O)CCCCC(=O)Nc2sc(Cc3ccccc3)c(C)c2C(=O)OC)sc(Cc2ccccc2)c1C	-1.0	-0.1	9	-9
CCCN1C(=O)CC(Sc2ccccc2C(=O)O)C1=O (configuration not stated)	-0.9	-0.1	11	-4
CCN1CCN(CCCN2C(=O)C3C(C(=O)Nc4cccc(Cl)c4)C4C=CC3(O4)C2C(=O)NC2CCCC(C)C2C)CC1 (configuration not stated)	1.2	0.0	-7	-4
Cc1ccsc1CN1CCN2C(=O)[C@H](CC(C)C)NC(=O)[C@H]2C1	-0.4	0.0	-13	8
Going on with the list.
SMILES	GPR151 ag	FBW7 activator	MITF inh	TEAD-YAP inh
CC1=C(C(=O)OCCc2ccccc2)C(c2ccccc2)NC(=O)N1 (configuration not stated)	0.2	0.0	-3	-4
COc1ccc(C(=O)NCc2nc(-c3ccccc3)no2)cc1	0.9	-0.1	1	-3
O=[N+]([O-])c1ccc(NNS(=O)(=O)/C=C/c2ccccc2)c([N+](=O)[O-])c1	-1.3	0.0	15	-1
CC(C)n1c(SCc2ccccc2)nnc1C1CCCN(CC(N)=O)C1 (configuration not stated)	-0.2	-0.1	-3	2
CCCCOc1ccc(C(=O)OC[C@@H]2CCC[N+]3(C)CCCCC23)cc1OC (some centres not stated)	-0.8	0.1	-2	-12
CC1CCCN(c2ccc(/C=C(\C#N)c3nn(-c4ccccc4)c(N)c3C#N)cc2[N+](=O)[O-])C1 (configuration not stated)	-0.6	0.7	13	6
C#CCOc1ccc(/C=C2\C(=O)NC(=O)N(c3ccc(O)cc3)C2=O)cc1OCC	1.4	-0.1	1	8
Cn1c(=O)oc2cc(S(=O)(=O)N3CCCC(C(=O)NCc4cccnc4)C3)ccc21 (configuration not stated)	-0.9	0.2	4	11
CC1CCCN(S(=O)(=O)c2cccc3c2C(=O)c2ccccc2C3=O)C1C (configuration not stated)	4.3	0.0	11	-2
COc1cccc(Cn2cnc3c(cnn3C)c2=O)c1	0.5	-0.1	1	0
CC(C)(C)NC(=O)CSc1nnc(-c2cccs2)n1Cc1ccccc1	-1.0	0.3	10	-1
COc1ccc(Cl)cc1NC(=O)NC1CCN(C2CCCCC2)C1 (configuration not stated)	0.7	0.2	17	-7
O=C(O)CSc1nnc(NC(=O)CN2CCOCC2)s1	1.7	-0.1	1	0
COc1ccc(-c2nc(C(=O)NCc3cccc(C(F)(F)F)c3)cs2)cc1	-0.8	-0.1	-10	4
COc1ccc2nc(NC(=O)c3c(OC)cccc3OC)sc2c1	-0.2	0.4	0	6
Cc1cc(C)cc(NC(=O)C2CC23CCN(C(=O)c2ocnc2C)CC3)c1 (configuration not stated)	0.0	0.0	-8	11
COc1ccc(CCNC(=O)c2sc3nc(C)[nH]c(=O)c3c2C)cc1OC	-1.1	0.0	12	-10
O=C(Cc1cccc(Cl)c1)NCc1ccccc1	-1.2	-0.4	-1	-42
COCCN=C1NS(=O)(=O)c2ccccc21	0.0	0.2	1	6
COc1ccc(C2C(C(=O)Nc3nc4ccccc4s3)c3ccccc3C(=O)N2C)cc1 (configuration not stated)	-0.5	0.3	23	-1
CN(C)c1cccc(Nc2nc(NCCN3CCOCC3)c3ncn(CCN4CCCC4=O)c3n2)c1	-1.8	-0.1	3	-5
CCCCNC(=O)N(O)C1(C)SC(=S)N(C)C1(C)C (configuration not stated)	-0.2	-0.1	-18	2
CCOC(=O)c1nnn(-c2nc(OC)nc(OC)n2)c1C	-1.6	0.0	-12	-13
O=C(Nc1ccccc1Cl)N[C@H]1C[C@H]2C(=O)N[C@@H](CO)C(=O)N2C1	-1.9	0.7	6	4
CCCC1CCC(c2ccc(-c3noc(-c4ccc(OCC)cc4)n3)cc2)CC1 (configuration not stated)	-0.3	-0.1	-1	7

12 consecutive compounds from above:
SMILES	GPR151 ag	FBW7 activator	MITF inh	TEAD-YAP inh
COc1ccc(-c2nc(C(=O)NCc3cccc(C(F)(F)F)c3)cs2)cc1	-0.8	-0.1	-10	4
COc1ccc2nc(NC(=O)c3c(OC)cccc3OC)sc2c1	-0.2	0.4	0	6
Cc1cc(C)cc(NC(=O)C2CC23CCN(C(=O)c2ocnc2C)CC3)c1 (configuration not stated)	0.0	0.0	-8	11
COc1ccc(CCNC(=O)c2sc3nc(C)[nH]c(=O)c3c2C)cc1OC	-1.1	0.0	12	-10
O=C(Cc1cccc(Cl)c1)NCc1ccccc1	-1.2	-0.4	-1	-42
COCCN=C1NS(=O)(=O)c2ccccc21	0.0	0.2	1	6
COc1ccc(C2C(C(=O)Nc3nc4ccccc4s3)c3ccccc3C(=O)N2C)cc1 (configuration not stated)	-0.5	0.3	23	-1
CN(C)c1cccc(Nc2nc(NCCN3CCOCC3)c3ncn(CCN4CCCC4=O)c3n2)c1	-1.8	-0.1	3	-5
CCCCNC(=O)N(O)C1(C)SC(=S)N(C)C1(C)C (configuration not stated)	-0.2	-0.1	-18	2
CCOC(=O)c1nnn(-c2nc(OC)nc(OC)n2)c1C	-1.6	0.0	-12	-13
O=C(Nc1ccccc1Cl)N[C@H]1C[C@H]2C(=O)N[C@@H](CO)C(=O)N2C1	-1.9	0.7	6	4
CCCC1CCC(c2ccc(-c3noc(-c4ccc(OCC)cc4)n3)cc2)CC1 (configuration not stated)	-0.3	-0.1	-1	7

(next part)
SMILES	GPR151 ag	FBW7 activator	MITF inh	TEAD-YAP inh
Cc1ccc(N(C)S(=O)(=O)c2ccc3[nH]cc(C(=O)O)c(=O)c3c2)cc1C	-0.5	0.0	7	-2
CCn1c2ccccc2c2cc(C3Nc4ccccc4NC4=C3C(=O)CC(c3ccccc3)C4)ccc21 (configuration not stated)	-0.8	0.3	21	6
COC(=O)C1=C(C)NC2=C(C(=O)CC(c3ccccc3)C2)C1c1cccnc1 (configuration not stated)	-0.2	0.0	0	9
Cc1cccc(NC(=O)Cn2cnc3sc(C)c(C)c3c2=O)c1	-0.4	0.1	14	10
Cc1ccc(S(=O)(=O)Nc2ccc(CCc3nc4ccccc4o3)cc2)cc1	0.1	-0.1	1	-3
CCC(C)(C)NC(=O)Cc1c[nH]c2ccccc12	1.0	0.2	18	2
O=C(c1ccccc1Br)N1CCN(c2nc3ccccc3s2)CC1	2.2	0.1	-5	2
COc1ccc(-c2nc(-c3nonc3N)no2)cc1OC	-0.1	0.0	-10	-18
COCCn1c(SCC(=O)NCc2ccco2)nnc1-c1c[nH]c2ccccc12	-1.0	0.5	-15	3
COc1ccc(C)cc1S(=O)(=O)Nc1ccc(NC(C)=O)cc1	-2.2	0.0	-11	7
Cc1c(Cl)cccc1NC(=O)c1cc(C2CC2)on1	0.0	0.1	-9	-70
COc1ccccc1OCCC(=O)OCC(=O)Nc1ccc(Cl)cn1	0.8	-0.2	-3	7
CC(C)(C)c1csc2ncc(C(=O)Nc3ccc(N4CCOCC4)cc3)c(=O)n12	-0.2	0.0	3	-4
CCCC(=O)OCCN1C(=O)c2ccccc2C1=O	-2.0	0.6	1	-8
CCOCCCNC(=O)c1cc2cc3ccc(C)cc3nc2o1	0.3	0.0	9	-9
CNC(=O)c1c(NC(=O)C2COc3ccccc3O2)sc(C)c1C (configuration not stated)	-0.6	0.6	-7	-5
O=C(NCC1CCCN(C(=O)CC2CCCCC2)C1)c1ccc(F)cc1 (configuration not stated)	-0.9	0.0	-2	7
CC(C)C1=NN2C(=N)/C(=C/c3ccc(-c4ccc(Cl)cc4)o3)C(=O)N=C2S1	-0.3	0.1	2	4
CCCn1c(SCC(=O)NC(C)(C)C)nnc1-c1cccnc1	-1.0	0.0	9	8
Cc1ccc(CN2CCN3C(=O)[C@@H](CC(C)C)NC(=O)[C@H]3C2)s1	-0.6	0.0	-7	-13
NC(=O)CSc1nnc2ccc(-c3ccc(Cl)cc3)nn12	0.8	0.1	6	6
CN(C)/C=C(\C#N)C(=O)c1cccnc1Oc1cc(Cl)cc(Cl)c1	-0.1	0.1	1	-22
CCc1ccc(OCCS(=O)(=O)NCc2ccc(Cl)cc2)cc1	1.7	0.3	6	-2
O=C(COc1ccc(Cl)cc1Cl)Nc1c2c(nn1-c1ccc([N+](=O)[O-])cc1)CSC2	0.6	-0.2	-1	-7
COCCNCCC1CCC(=O)N1Cc1cccc(C)c1 (configuration not stated)	0.9	0.0	11	9
Remaining list, next part.
SMILES	GPR151 ag	FBW7 activator	MITF inh	TEAD-YAP inh
N#C/C(=C\c1ccsc1)C(=O)c1ccccc1	1.2	0.2	-10	6
CCOC(=O)c1sc2ncnc(N3CCCC(C(=O)OCC)C3)c2c1C (configuration not stated)	0.6	-0.3	-2	-3
COc1cccc(OC)c1OCCNCC1CSc2ccccc2O1 (configuration not stated)	-0.7	-0.1	-4	-8
CC1(C)CC2CC(C)(CN2C(=O)C2CCCN(S(=O)(=O)c3ccc(Cl)cc3)C2)C1 (configuration not stated)	-0.8	0.2	11	13
COc1ccccc1-n1c(SCC(=O)Nc2nccs2)nc2c(c1=O)SCC2	-0.7	0.0	27	-2
c1cncc(-c2cc(NCc3ccco3)nc(-c3ccncc3)n2)c1	5.1*	0.1	18	3
O=P(O)(CCc1ccncc1)CN1CCOCC1	0.7	0.6	-3	5
COc1ccc2c(C)cc3nnnn3c2c1	0.4	0.0	0	-6
NC(=O)NC(c1ccccc1)c1ccccc1Br (configuration not stated)	-0.1	-0.1	-4	9
COc1ccc(/C(C)=N/NP2(=O)C=C(c3ccccc3)OC(c3ccccc3)=C2)cc1	-0.1	-0.1	-7	-7
CC1CCN(S(=O)(=O)c2ccc(F)c(C(=O)NCc3ccc(F)cc3)c2)CC1	0.0	-0.1	1	5
CC(=O)Nc1ccc(NC(=O)Cc2cn(-c3ccc(Nc4ccncn4)nn3)c3ccccc23)cc1	-1.2	-0.1	11	-9
C=CCNC(=O)c1c[nH]c2ccc(S(=O)(=O)N(C)c3ccccc3C)cc2c1=O	0.2	-0.1	17	4
CCCCN(CCCC)c1nc(OC)nc(-n2nnc(C(C)=O)c2C)n1	-0.1	0.3	5	13
COc1ccc2c(c1)nc(SCC(=O)C(C)(C)C)n2C	-0.1	-0.1	-1	-6
CC(C)(C)n1nc2c(c1NC(=O)c1ccc3ccccc3c1)CS(=O)(=O)C2	-0.1	-0.1	-9	0
COc1ccc(S(=O)(=O)N(CC(=O)NC2CC3CCC2C3)c2ccc(C)cc2)cc1 (configuration not stated)	0.2	-0.1	1	6
O=C(OCc1csc(-c2ccccc2)n1)c1ccccc1O	-2.7	0.1	-77	-52
O=C(c1ccccc1)N1CCN(C2CC(=O)N(c3cccc(Br)c3)C2=O)CC1 (configuration not stated)	0.3	0.3	6	0
Cc1ccc(Sc2cc(C(=O)NCc3ccc4c(c3)OCO4)c3ccccc3n2)cc1	-0.9	0.0	11	14
Cc1ccccc1C(NC(=O)C1CCN(C(=O)N2CCOCC2)CC1)c1ccccn1 (configuration not stated)	0.7	0.4	21	8
Cc1nc(NCCCCCO)c2nnn(Cc3ccc(F)cc3)c2n1	-0.5	0.7	13	-2
